GPR151 activ = activators of human GPR151, primary screen, cell-based, PathHunter beta-arrestin, luminescence; PathHunter beta-arrestin GPR151 cells; activation, % at 11.2 µM; hit rate 1% among 650,000; in the data active means activation above about 4.9%;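 further: 0% = median of compound wells and 100% = cells with positive control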
Target sequence (Q8TDV0 whole entry, looked up): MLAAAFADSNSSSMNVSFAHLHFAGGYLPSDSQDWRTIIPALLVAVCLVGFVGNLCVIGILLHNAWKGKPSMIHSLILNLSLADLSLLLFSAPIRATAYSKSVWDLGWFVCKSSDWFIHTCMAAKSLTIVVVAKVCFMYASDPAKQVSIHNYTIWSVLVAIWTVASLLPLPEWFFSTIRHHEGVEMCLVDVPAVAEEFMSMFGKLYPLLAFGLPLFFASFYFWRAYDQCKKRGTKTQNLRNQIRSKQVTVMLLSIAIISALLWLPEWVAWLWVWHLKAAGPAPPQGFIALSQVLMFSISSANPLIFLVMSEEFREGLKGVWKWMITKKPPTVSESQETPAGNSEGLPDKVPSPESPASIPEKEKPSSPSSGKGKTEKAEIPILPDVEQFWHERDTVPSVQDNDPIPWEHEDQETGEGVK
FBW7 act = FBW7 E3 ligase activators, primary screen, biochemical, AlphaScreen, human | AID 1259310, 2017 | AlphaScreen FBW7–phospho-cyclin E peptide binding, activator screen | normalized activity (activation), % at 26.1 µM | hit rate 0.13% among 650,000; in the data active means normalized activity above about 1.9%;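 further: purified mutant Fbw7 with reduced substrate affinity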
TEAD-YAP inh = TEAD-YAP interaction inhibition, primary screen, TEAD-YAP interaction inhibitor project, luminescence, HEK-TIYL cells; TEAD-Gal4/YAP UAS-luciferase luminescence; hit rate 1.4% among 640,000; inhibition, % at 9.12 µM; in the data active means inhibition above about 32%;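 further: 0% = median of test compound wells and 100% = reference inhibitor wells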
MITF inh = MITF inhibitors, primary screen, biochemical, AlphaScreen, human; inhibition, % at 2.6 µM; AID 1259374, 2018; hit rate 0.91% among 650,000; AlphaScreen MITF homodimerization, bead proximity signal; Microphthalmia-associated transcription factor (Homo sapiens), O75030; in the data active means inhibition above about 50%;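 further: 0% = vehicle wells with protein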
Target sequence (O75030 whole entry, looked up): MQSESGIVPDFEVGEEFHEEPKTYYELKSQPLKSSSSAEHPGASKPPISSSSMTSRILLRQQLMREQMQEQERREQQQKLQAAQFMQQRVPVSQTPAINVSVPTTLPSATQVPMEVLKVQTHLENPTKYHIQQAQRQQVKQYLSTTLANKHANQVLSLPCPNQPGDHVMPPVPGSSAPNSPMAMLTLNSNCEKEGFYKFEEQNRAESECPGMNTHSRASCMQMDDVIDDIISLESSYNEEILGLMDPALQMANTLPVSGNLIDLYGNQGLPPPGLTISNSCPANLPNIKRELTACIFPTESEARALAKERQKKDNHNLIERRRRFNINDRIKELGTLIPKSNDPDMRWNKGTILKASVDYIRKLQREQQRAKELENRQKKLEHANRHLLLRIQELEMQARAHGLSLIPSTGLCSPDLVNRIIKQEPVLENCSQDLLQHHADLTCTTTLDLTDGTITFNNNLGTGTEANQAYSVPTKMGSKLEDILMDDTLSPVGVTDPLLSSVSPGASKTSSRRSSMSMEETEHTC
Numbers without * were called inactive; x = no result given; & = joins results of further samples.

item | SMILES | FBW7 act | TEAD-YAP inh
1 | Cc1ccc(OCC(=O)N/N=C/c2ccccc2F)cc1C | 0.1 | 4
2 | NS(=O)(=O)c1ccc(CCN2CCS(=O)(=O)CC2)cc1 | 0.3 | -2
3 | COC(=O)C1=C(C)NC2=C(C(=O)CC(c3ccc(Cl)cc3)C2)C1c1ccc(OC)cc1 (stereo not given) | 0.1 | 12
4 | Cc1cccc(Cn2c(CO)nc3ccccc32)c1 | -0.2 | -4
5 | COc1cc(NS(=O)(=O)c2ccc(N)cc2)nc(OC)n1 | 0.1&0.0 | 3
6 | CCOC(=O)N1CCN(c2cc(-c3ccncc3)nc(-c3ccccc3)n2)CC1 | 0.0 | 3
7 | Cc1cccc(-n2c(CNC(=O)c3ccc([N+](=O)[O-])cc3)nnc2SCC(=O)N2N=C(c3cccs3)CC2c2ccc(F)cc2)c1C (stereo not given) | 0.0 | -8
8 | CCN(CC)S(=O)(=O)c1ccc(C(=O)Nc2sc3c(c2-c2nc4ccccc4s2)CCN(C(C)C)C3)cc1 | 0.0 | 6
9 | COc1ccc(-c2nc3ccc(C(=O)NCc4cccnc4)cc3s2)cn1 | 0.2 | -2
10 | CCC1CN(CCNC(=O)CCc2ccc3c(c2)OCO3)Cc2cc(OC)ccc2O1 (stereo not given) | -0.1 | -1
11 | CCOC(=O)CN(c1ccc(OCC)cc1)S(=O)(=O)c1ccc(F)cc1 | 0.2 | 2
12 | O=C(Nc1cccc([N+](=O)[O-])c1)c1ccco1 | 0.1 | 2
13 | O=C(Nc1cc([N+](=O)[O-])ccc1O)c1cccc(F)c1 | -0.4 | -37
14 | CCNc1ccc(S(=O)(=O)C(F)F)cc1[N+](=O)[O-] | -0.2 | -13
15 | O=C(CN1CCN(c2ccccc2)CC1)Nc1cccc2ccccc12 | -0.2 | 0

item | GPR151 activ | MITF inh
1 | 3.0 | 4
2 | -0.6 | 7
3 | 0.8 | 4
4 | 0.3 | 7
5 | -0.4&-1.6 | 11&-11
6 | -0.3 | 14
7 | 0.6 | -8
8 | -0.3 | -5
9 | 2.5 | 14
10 | -0.1 | -7
11 | 2.9 | -7
12 | -1.4 | -1
13 | -6.4 | -2
14 | 2.6 | -4
15 | -1.5 | -3

Random excerpt: three records from the list
item | SMILES | FBW7 act | TEAD-YAP inh
3 | COC(=O)C1=C(C)NC2=C(C(=O)CC(c3ccc(Cl)cc3)C2)C1c1ccc(OC)cc1 (stereo not given) | 0.1 | 12
7 | Cc1cccc(-n2c(CNC(=O)c3ccc([N+](=O)[O-])cc3)nnc2SCC(=O)N2N=C(c3cccs3)CC2c2ccc(F)cc2)c1C (stereo not given) | 0.0 | -8
10 | CCC1CN(CCNC(=O)CCc2ccc3c(c2)OCO3)Cc2cc(OC)ccc2O1 (stereo not given) | -0.1 | -1

item | GPR151 activ | MITF inh
3 | 0.8 | 4
7 | 0.6 | -8
10 | -0.1 | -7

More entries follow.
item | SMILES | FBW7 act | TEAD-YAP inh
16 | CC(C)(C)Nc1nc(Cl)nc(Cl)c1Cl | 0.6 | -8
17 | N#CC1CCN(Cc2ccccc2)CC1 | -0.1 | 6
18 | O=C(NCc1ccc(F)cc1)c1ccc(CS(=O)Cc2ccccc2Cl)o1 (stereo not given) | 0.2 | 13
19 | CCOC(=O)C1=C(C)NC(=S)NC1c1cc(C)ccc1C (stereo not given) | 0.2 | 9
20 | NS(=O)(=O)c1cc(C(=O)O)cc(N2CCCC2)c1Oc1ccccc1 | 0.2 | x
21 | CCCC(=O)Nc1sc2c(c1C#N)CCC(C)C2 (stereo not given) | -0.2 | -37
22 | COc1ccc(CNC(=O)CCSc2ccc(C)cc2)cc1 | 0.6 | 1
23 | COc1ccccc1-n1c(O)c(C=NCCCO)c(=O)[nH]c1=O | -0.1 | 0
24 | O=C(NN=C1CCC(c2ccccc2)CC1)c1cccnc1 (stereo not given) | -0.3 | 4
25 | CNC(=O)CSc1nnc(COc2ccc(C)cc2)n1CCc1ccccc1 | -0.1 | 17
26 | COc1ccccc1/C=C1\N=C(c2ccc(OC)c(OC)c2)OC1=O | 0.1 | -1
27 | COc1ccc(CN2CCN(C3CCC(C)CC3)CC2)cc1 (stereo not given) | 0.4 | 1
28 | CCOC(=O)c1cc2c(=O)n3ccccc3nc2n(CCCOC)c1=NC(=O)c1ccccc1F | -0.1 | -6
29 | CCOc1ccc(C(C)=O)cc1CCl | -0.1 | 1
30 | Cc1ccc(-c2nc3cc(NCc4ccc5c(c4)OCO5)ccc3o2)cc1 | 0.4 | -42

item | GPR151 activ | MITF inh
16 | -0.2 | 12
17 | -0.5 | 6
18 | 0.9 | -3
19 | -0.1 | 20
20 | 0.1 | 10
21 | -1.0 | 7
22 | -1.5 | 19
23 | 1.0 | -7
24 | 1.2 | -12
25 | 0.6 | 5
26 | -1.2 | 9
27 | -0.5 | 73*
28 | 0.1 | -2
29 | 0.0 | 0
30 | 1.1 | -5

Reformatted with bars between the fields: entries from further up
nr | Compound | FBW7 act | TEAD-YAP inh | GPR151 activ | MITF inh
26 | COc1ccccc1/C=C1\N=C(c2ccc(OC)c(OC)c2)OC1=O | 0.1 | -1 | -1.2 | 9
27 | COc1ccc(CN2CCN(C3CCC(C)CC3)CC2)cc1 (stereo not given) | 0.4 | 1 | -0.5 | 73*
28 | CCOC(=O)c1cc2c(=O)n3ccccc3nc2n(CCCOC)c1=NC(=O)c1ccccc1F | -0.1 | -6 | 0.1 | -2
29 | CCOc1ccc(C(C)=O)cc1CCl | -0.1 | 1 | 0.0 | 0
30 | Cc1ccc(-c2nc3cc(NCc4ccc5c(c4)OCO5)ccc3o2)cc1 | 0.4 | -42 | 1.1 | -5

Entries from the list above that contain a Cl atom, in the order listed:
item | SMILES | FBW7 act | TEAD-YAP inh
3 | COC(=O)C1=C(C)NC2=C(C(=O)CC(c3ccc(Cl)cc3)C2)C1c1ccc(OC)cc1 (stereo not given) | 0.1 | 12
16 | CC(C)(C)Nc1nc(Cl)nc(Cl)c1Cl | 0.6 | -8
18 | O=C(NCc1ccc(F)cc1)c1ccc(CS(=O)Cc2ccccc2Cl)o1 (stereo not given) | 0.2 | 13
29 | CCOc1ccc(C(C)=O)cc1CCl | -0.1 | 1

item | GPR151 activ | MITF inh
3 | 0.8 | 4
16 | -0.2 | 12
18 | 0.9 | -3
29 | 0.0 | 0

Next section
item | SMILES | FBW7 act | TEAD-YAP inh
31 | CS(=O)(=O)N1Cc2ccccc2CC1C(=O)Nc1ccccc1C(N)=O (stereo not given) | 0.0 | -3
32 | CCn1c(SCC(=O)Nc2ccc(NC(=O)C(C)(C)C)cc2)nnc1-c1ccncc1 | 0.1 | 7
33 | CCOC(=O)C1=NN(c2cccc(Cl)c2)C2C(=O)N(c3ccc(C)cc3)C(=O)C12 (stereo not given) | 0.1 | 1
34 | O=C(Nc1ccc(F)c(Cl)c1)C1OC2OC3(CCCCC3)OC2C2OC3(CCCCC3)OC12 (stereo not given) | 0.4 | -16
35 | COc1ccc(/C=C(\NC(=O)c2ccc(OC)cc2)C(=O)NCC(=O)O)cc1 | 0.3 | -2
36 | Cc1cc(C)c(NC(=O)c2ccc(=O)[nH]c2)c(Cl)c1 | 0.5 | 0
37 | CC(NC(=O)c1cc(-c2cccnc2)nc2ccccc12)c1ccccc1 (stereo not given) | 0.6 | 32
38 | CCc1ccc(NC(=O)CN(c2cccc(Cl)c2)S(C)(=O)=O)cc1 | 0.0 | 4
39 | CCN1C(=O)CC(C(=O)Nc2ccc(C(=O)O)cc2)SC1=Nc1ccc(Cl)cc1 (stereo not given) | -0.1 | 0
40 | Cc1ccccc1OCc1nc2c3cnn(Cc4ccccc4)c3ncn2n1 | 0.0 | 10
41 | O=C(NCCc1ccccc1)c1ccccc1F | 0.0 | -6
42 | O=C(Nc1ccc(I)cc1C(=O)NCc1ccco1)c1ccco1 | 0.3 | 13
43 | COc1ccc(-c2nnc(NC(=O)C(C)(C)C)s2)cc1OC | 0.0 | -38
44 | CCOC(=O)C(Cc1ccc(NC(=O)/C(=C/c2ccc(OC(C)=O)cc2)NC(C)=O)cc1)N1C(=O)c2ccccc2C1=O (stereo not given) | -0.1 | 7
45 | Cc1cc(NCCOc2ccccc2)nc(NC2CCC(O)CC2)n1 (stereo not given) | 0.2 | 1

item | GPR151 activ | MITF inh
31 | -0.7 | -5
32 | -0.8 | -1
33 | -1.6 | 8
34 | 1.7 | 18
35 | 0.6 | 21
36 | 2.0 | 7
37 | -0.2 | 16
38 | 0.1 | 1
39 | -0.5 | 13
40 | 1.4 | 5
41 | -1.2 | 4
42 | -1.2 | 6
43 | 0.4 | -3
44 | 1.6 | -6
45 | -2.4 | 20

More entries
item | SMILES | FBW7 act | TEAD-YAP inh
46 | O=C(NCc1nnc(SCC(=O)N2N=C(c3cccs3)CC2c2ccc(F)cc2)n1-c1ccc([N+](=O)[O-])cc1)c1cccc(F)c1 (stereo not given) | 0.1 | -4
47 | CCCCCCC1CCC(c2noc(-c3ccc(-c4ccccc4)cc3)n2)CC1 (stereo not given) | 0.1 | 1
48 | CCC(CC)NC(=O)c1ccc([N+](=O)[O-])cc1Cl | 0.0 | 2
49 | CCC(NS(=O)(=O)c1ccc(C)cc1)C(=O)NCc1ccco1 (stereo not given) | 0.0 | 5
50 | Cc1ccccc1OCCNCCNC(=S)S | -0.1 | 4
51 | Cc1c(Cl)cccc1N1C(N)=C(C#N)C(c2ccc(Cl)cc2)C2=C1CCCC2=O (stereo not given) | -0.1 | 11
52 | O=C1CCCN1c1ccc(S(=O)(=O)Nc2ccccc2)cc1[N+](=O)[O-] | 0.4 | -5
53 | CC(C)(C)c1ccc(C2=N/C(=C\c3ccccc3OCc3ccccc3)C(=O)O2)cc1 | 0.7 | -4
54 | C/C(CC(=O)NC(C)(C)C)=N\NC(=O)c1cccnc1 | 0.2 | -23
55 | COC(=O)C(C)n1cnc2sc(-c3ccccc3)cc2c1=O (stereo not given) | 0.0 | -25
56 | CC(=O)Nc1ccc(N=Cc2ccccc2F)cc1 | -0.1 | 3
57 | CN(C)c1nc(Nc2ccccc2)nc(SCC(=O)Nc2ccccc2)n1 | 0.2 | -10
58 | Cc1cccc(C)c1Nc1ncnc(N)c1[N+](=O)[O-] | 0.1 | -4
59 | COc1ccc(CC2(CO)CCN(Cc3cnn(C)c3)CC2)cc1 | 0.1 | 9
60 | Cc1ccc(NC(=O)N(Cc2nnc3n2CCCCC3)c2ccc3c(c2)OCO3)cc1 | -0.1 | 9

item | GPR151 activ | MITF inh
46 | 0.4 | -8
47 | -0.6 | -10
48 | -1.1 | 11
49 | 0.2 | -4
50 | 0.6 | 4
51 | 1.2 | 8
52 | 2.9 | -1
53 | -0.1 | 22
54 | 0.6 | -8
55 | -0.8 | -7
56 | 1.0 | -8
57 | 1.2 | 10
58 | -0.1 | -4
59 | -0.8 | 3
60 | 1.1 | 4

New compounds follow.
item | SMILES | FBW7 act | TEAD-YAP inh
61 | CC(=O)Nc1ccc(N=C/C(Cl)=C/NNc2ccc([N+](=O)[O-])cc2[N+](=O)[O-])cc1 | 0.2 | 8
62 | COc1cc(OC)cc(-n2c(=O)c3sccc3n(Cc3cccc([N+](=O)[O-])c3)c2=O)c1 | -0.2 | -6
63 | CCNC(=O)[C@@H]1C[C@H](NC/C=C/c2ccccc2OC)CN1C(C)C | 0.1 | 6
64 | CCOCCn1c(=O)c2c(nc3n2CC(C)CN3c2cc(Cl)ccc2C)n(C)c1=O (stereo not given) | 0.0 | -3
65 | O=C(CSc1nnc(Nc2ccccc2)s1)N1CCCc2ccccc21 | 0.5 | 10
66 | O=C(Nc1ccc2c(c1)CN(Cc1ccc(N3CCNC3=O)cc1)CC2)C1CCCO1 (stereo not given) | -0.1 | -14
67 | CCN(CC)c1nc2ccccc2c(N)c1-c1ccccc1 | 0.0 | 7
68 | CC(=O)c1ccc(OC(=O)C23CC4CC(CC(Cl)(C4)C2)C3)cc1 | 0.1 | -5
69 | NCCNCCOCCOc1ccccc1Cl | 0.8 | 10
70 | CCCc1[nH]n(-c2ccc(F)cc2)c(=O)c1C=NCCc1ccc(S(N)(=O)=O)cc1 | 0.0 | -2
71 | CCC(C)c1ccc(S(=O)(=O)NCC(C)(C)CN(C)C)cc1 (stereo not given) | 0.4 | 2
72 | O=c1[nH]c(N/N=C/c2ccc(O)cc2)nnc1Cc1ccccc1 | 0.1 | 0
73 | COc1ccc(CCN2CCCn3c2nc2c3c(=O)n(CC(N)=O)c(=O)n2C)cc1OC | -0.2 | -2

item | GPR151 activ | MITF inh
61 | 0.1 | -2
62 | -0.7 | -3
63 | 0.2 | 15
64 | 0.7 | 3
65 | -1.7 | 2
66 | 1.9 | -5
67 | -0.2 | 14
68 | -0.9 | 10
69 | -0.8 | 21
70 | 0.4 | 12
71 | 0.3 | 11
72 | -0.5 | 18
73 | 0.8 | -6

Bioassay records: PubChem, The Scripps Research Institute Molecular Screening Center
